Screens as filed in PubChem BioAssay.
NPY2 pot ag: potentiates or activates human NPY-Y2 receptor; P49146; cells expressing NPY-Y2, potentiator/agonist read-out; activation, % at 3.6 µM; actives 0.45% (n = 220,000); AID 1359; in the data active means activation above about 27%;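 further: cells stimulated with NPY near EC25 plus isoproterenol at EC100; 0% = vehicle plus submaximal agonist and 100% = vehicle plus saturating agonist; some results beyond the cut were filed as inactive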
Ba/F3 V617F tox: loss of viability in JAK2V617F-driven Ba/F3 cells; actives 1.1% (n = 220,000); Ba/F3 EpoR-JAK2V617F viability, ATP luminescence; inhibition, % at 5.6 µM;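 active means inhibition above the campaign mean plus 3 SD over all tested compounds, cut at about 24% in these data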;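 further: cytokine-independent growth of Ba/F3 cells driven by EpoR plus mutant JAK2; 0% = DMSO-treated cells and 100% = JAK inhibitor I control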
BaF3 tox: counter-screen for JAK2V617F inhibitors: parental Ba/F3 viability inhibitors; inhibition, % at 5.6 µM; CellTiter-Glo ATP luminescence; actives 1.1% (n = 220,000); AID 1486;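 active means inhibition above a per-campaign cutoff, the mean inhibition of all tested compounds plus 3 SD, cut at about 27% in these data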;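 further: 0% = DMSO wells and 100% = JAK Inhibitor I control wells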
Runt-CBFb FRET: inhibitors of human RUNX1 Runt domain binding to CBFb; Cerulean-Runt/Venus-CBFb FRET ratio 530/480, 1 h; inhibition, % at 20 µM; actives 0.46% (n = 220,000);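 active means inhibition over about 50% at 20 µM in the single-dose screen, limit read from the data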;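 further: 0% = DMSO wells and 100% = excess unlabeled CBFb competitor control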
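Reagent – Venus-CBFb binding partner, 100 nM · Assay system – Cerulean-tagged RUNX1 Runt domain (FRET donor) fusion protein · Input – 100 nM per protein · Incubation – two 1 h room-temperature incubations shielded from light · Measured by – FRET fluorescence · Medium – Tris buffer pH 7.5 with salts and BSA · Benchmarks – unlabeled CBFb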
RBBP9 inhibitor: blocks human serine hydrolase RBBP9. O75884. recombinant RBBP9, FP-Rh probe fluorescence polarization. inhibition, % at 7.94 µM. actives 0.2% (n = 220,000);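 active means inhibition above the campaign mean of all tested compounds plus 3 SD, cut at about 14% in these data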;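 further: plate controls were DMSO wells with RBBP9 for no effect and wells lacking RBBP9 protein for full effect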
Target sequence (O75884 whole entry, looked up): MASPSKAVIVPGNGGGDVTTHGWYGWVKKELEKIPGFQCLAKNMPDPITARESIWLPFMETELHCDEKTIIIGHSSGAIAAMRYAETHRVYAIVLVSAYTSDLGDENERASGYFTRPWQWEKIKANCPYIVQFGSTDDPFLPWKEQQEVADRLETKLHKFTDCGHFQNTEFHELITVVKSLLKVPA
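Test system – recombinant human RBBP9 · Input – RBBP9 2.5 µM in dispensing solution, pre-mixing · Medium – Tris buffer pH 8.0, NaCl, Pluronic · Schedule – preincubation 30 min plus labeling 45 min at 25 °C · Measured by – fluorescence polarization · Measure – % inhibition · Controls – DMSO and no-protein wells · Replicates – one well per compound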
S1P4 antag: human S1P4 receptor antagonism | O95977 | S1P4-expressing cells, antagonist mode, reporter read-out | inhibition, % at 4.98 µM | actives 0.26% (n = 220,000) | AID 1510; in the data active means inhibition above about 29%;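 further: 0% = wells stimulated with agonist and 100% = vehicle wells without agonist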
Target sequence (O95977 whole entry, looked up): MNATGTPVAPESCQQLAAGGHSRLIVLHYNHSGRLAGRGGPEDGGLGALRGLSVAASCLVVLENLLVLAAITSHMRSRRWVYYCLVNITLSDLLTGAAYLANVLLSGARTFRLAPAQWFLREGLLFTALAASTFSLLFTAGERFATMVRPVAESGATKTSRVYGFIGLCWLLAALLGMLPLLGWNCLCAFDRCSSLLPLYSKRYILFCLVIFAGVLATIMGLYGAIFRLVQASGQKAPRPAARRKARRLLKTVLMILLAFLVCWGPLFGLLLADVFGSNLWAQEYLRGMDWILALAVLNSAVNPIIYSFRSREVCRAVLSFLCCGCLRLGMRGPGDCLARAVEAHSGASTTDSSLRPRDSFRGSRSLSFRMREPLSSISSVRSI
NPY Y1 blocker: NPY-Y1 (human) receptor antagonism | inhibition, % at 3.6 µM | P25929 | HEK293-CNG Y1 cells, membrane potential fluorescence; NPY at EC95, then isoproterenol | actives 1% (n = 200,000);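 active means inhibition above the campaign mean inhibition of all tested compounds plus 3 SD, cut at about 20% in these data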;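 further: 0% = DMSO wells given NPY plus isoproterenol and 100% = isoproterenol alone without NPY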
Target sequence (P25929 whole entry, looked up): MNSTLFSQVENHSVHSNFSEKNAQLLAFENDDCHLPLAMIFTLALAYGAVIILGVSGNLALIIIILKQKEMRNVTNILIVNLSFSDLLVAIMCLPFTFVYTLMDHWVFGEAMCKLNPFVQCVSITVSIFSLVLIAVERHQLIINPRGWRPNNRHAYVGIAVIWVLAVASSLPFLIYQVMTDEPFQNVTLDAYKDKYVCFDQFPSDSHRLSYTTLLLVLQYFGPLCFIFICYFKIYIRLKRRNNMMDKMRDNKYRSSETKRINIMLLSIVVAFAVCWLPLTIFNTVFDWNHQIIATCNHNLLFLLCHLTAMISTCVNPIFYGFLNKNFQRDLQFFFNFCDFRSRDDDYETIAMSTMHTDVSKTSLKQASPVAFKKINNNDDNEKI
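Assay system: HEK293 Y1/CNG channel cell line; Doses: single compound dose of 3.6 µM, 0.4% DMSO; Timing: dye 3 h, compound 60 min room temperature, stimulation 45 min; Technique: Membrane-potential fluorescent dye readout; Measure: % inhibition of NPY effect.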
NPY1 pot ag: potentiators or agonists of human neuropeptide Y receptor Y1; NPY-Y1 expressing cells, potentiator/agonist activation; activation, % at 3.6 µM; actives 0.37% (n = 220,000); AID 1304; in the data active means activation above about 33%, passing the limit was not always enough;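 further: cells stimulated with NPY at EC10 then isoproterenol at EC100; 0% = low agonist plus stimulus and 100% = saturating agonist plus stimulus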
S1P4 agonist: human S1P4 receptor agonism; activation, % at 4.98 µM; actives 0.35% (n = 220,000); O95977; S1P4-expressing cell line, agonist reporter assay; in the data active means activation above about 11%;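 further: 0% = DMSO vehicle and 100% = reference agonist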
The depositor's hits bear a star; nt = no result given.

SMILES	NPY2 pot ag	Ba/F3 V617F tox	BaF3 tox	Runt-CBFb FRET	RBBP9 inhibitor	S1P4 antag	NPY Y1 blocker	NPY1 pot ag	S1P4 agonist
Cc1ccc(-c2nnn(CC(=O)Nc3ccc4nn(-c5ccccc5)nc4c3)n2)o1	-6	-1	3	-4	-12	-6	-5	2	1.2
Cn1c(=O)n(C)c2cc(/C=C3/SC(=O)N(CC(=O)N4CCOCC4)C3=O)ccc21	-1	0	5	-1	2	-5	-2	6	0.1
Nc1nc2c(s1)CC(c1ccccc1)CC2 (configuration not stated)	0	3	5	-1	-5	6	-13	4	1.9
Cc1ccc(OCC(=O)Nc2ccc(N3CCN(C(=O)c4ccc(C)cc4)CC3)cc2)cc1	-1	1	9	-5	-4	-14	-4	1	-2.2
Cc1c(CNC(=O)c2c([N+](=O)[O-])cnn2C)cnn1C	-3	2	7	1	-3	-21	-2	16	1.1
CCCS(=O)(=O)N1CCCC(c2nc(-c3ccc(OC)cc3)no2)C1 (configuration not stated)	-9	-2	4	1	3	-1	6	-15	1.6
Cn1c(=O)c(=O)n(C)c2cc(S(=O)(=O)N3CCN(c4ccc(F)cc4)CC3)ccc21	1	1	3	-1	-1	9	2	-12	3.2
Cc1onc(-c2c(F)cccc2Cl)c1C(=O)OCN1C(=O)c2ccccc2C1=O	14	2	1	-1	-13	1	0	-8	0.6
COC(=O)NNC(=S)Nc1ccc(Br)cc1	-6	-2	4	4	-3	-6	4	-7	4.2
CC(=O)Nc1ccc(C(=O)OCC(=O)c2ccc(C)c([N+](=O)[O-])c2)cc1	18	0	6	-2	-9	-14	9	-2	1.8
Cn1c(=O)c(NCCc2ccccc2)c2c3c(cccc31)C(=O)c1ccccc1-2	2	3	6	-275	109*	-13	8	1	1.8
Cc1cc(C)n2c(SCc3ccc(C#N)cc3)nnc2n1	-10	2	2	-1	-2	-8	1	4	2.1
CCOC(=O)N1CCN(C(=O)c2oc3ccc(S(=O)(=O)N4CC(C)CC(C)C4)cc3c2C)CC1 (configuration not stated)	3	3	5	-9	-3	4	-5	1	0.5
[O-]C1=N/[N+](=C/c2ccc(Cl)c(Cl)c2)CC1	2	-4	-1	1	-4	-11	4	11	-2.1
CCOC(=O)c1sc2nc(CC(=O)OC)nc(N3CCN(c4ccccn4)CC3)c2c1C	-15	2	3	-8	-5	-21	12	-51	9.1
Cc1c(C)c2ccc(OCC(=O)N(C)C)c(C)c2oc1=O	10	-2	5	1	-5	-5	-5	0	-3.4
S=c1[nH]nc(Cc2ccc(Cl)cc2)o1	-28	0	-7	8	9	-4	nt	-32	-0.6
Fc1ccccc1COc1cccc(/C=N/n2cnnc2)c1	-4	5	4	-4	-4	1	4	2	4.1
COc1ccc(S(=O)(=O)Nc2cccc(F)c2)cc1C	14	-3	1	-2	8	0	3	-6	-2.1
Cn1c(SCC(=O)NNC(=O)Cc2ccccc2)nnc1-c1ccccc1	-7	3	7	-2	-5	-7	9	5	3.6
COC(=O)c1ccc2c(=O)n(Cc3ccc(C(=O)NC(C)C)cc3)c(=S)[nH]c2c1	1	-5	0	-2	-1	-24	-2	17	1.3
CC(C)(C)c1ccc(CSc2nnc(-c3ccccc3NC(=O)c3ccccc3)o2)cc1	-3	0	5	0	-4	-22	7	2	1.8
CC(NC(=O)c1ccccc1)C(=O)NC1=NCCS1 (configuration not stated)	-7	-4	-1	0	-8	-22	-3	2	-0.8
Cc1ccc(-n2nnnc2Sc2nc([N+](=O)[O-])nn2C)cc1C	3	4	2	1	-10	-3	-1	3	-0.2
C[C@@H](NC(=O)c1coc(=O)c(Br)c1)c1ccccc1	1	-2	3	-1	-3	-12	1	19	8.4
OC1CCC(NC(=S)Nc2ccc(SC(F)F)cc2)CC1 (configuration not stated)	-6	0	6	1	-6	-1	-4	10	3.0
Clc1ccc(OCCOCCOc2cccc3cccnc23)c(Br)c1	-17	-1	1	-8	-12	-6	1	-66	-0.3
CCOC(=O)c1[nH]c2ccc(F)cc2c1NC(=O)C(C)N1CCc2cc(OC)c(OC)cc2C1 (configuration not stated)	6	-1	2	-11	-3	2	2	-16	-2.0
Cc1ccc(/C=C2\SC(=S)N(C3CCS(=O)(=O)C3)C2=O)cc1 (configuration not stated)	-8	3	7	-4	-5	-15	-1	10	0.8
COCCCC1CCN(Cc2cn[nH]c2-c2cc(OC)c(OC)c(OC)c2)CC1	5	-2	6	1	6	-5	-10	6	0.3
CN1C(=O)N(C)C(NC(=O)Nc2ccccc2)C1NC(=O)Nc1ccccc1 (configuration not stated)	-10	-1	1	1	1	17	4	1	-0.7
COc1ccc(-c2ccc(-c3noc(C(C)C)n3)c(OC)n2)cc1	-3	-2	0	0	-7	-15	10	-60	-1.2
O=S(=O)(Nc1ccc(N2CCCCC2)cc1)c1cccs1	-4	-2	1	9	0	-2	2	3	-0.3
CCCOc1ccc(N2C(=O)CC(SCCc3nc4ccccc4[nH]3)C2=O)cc1 (configuration not stated)	-12	-1	1	2	-10	19	-4	0	-0.7
O=C(COC(=O)Cc1ccccc1[N+](=O)[O-])NCC1CCCCC1	2	-1	1	-4	-2	-20	2	10	-0.2
Cc1ccccc1-c1noc(-c2ccccc2C(=O)NCc2ccco2)n1	-33	3	-3	3	-4	-13	nt	-26	0.0
CC(=C/c1ccco1)/C=N/N1CCN(c2ccccc2)CC1	-3	2	0	nt	7	-9	-1	6	0.1
CC(=O)c1cc2c(cc1NC(=O)c1ccco1)OCCO2	2	5	7	-1	-4	-8	-2	2	0.3
O=C(NCc1ccncc1)C(=O)NCc1ccncc1	0	-4	2	0	0	-5	2	12	0.2
COc1ccc2ccccc2c1C(=O)/C=C\c1ccoc1	3	3	7	20	-8	-6	3	-28	0.2

Quoted from the listing:
Cc1c(CNC(=O)c2c([N+](=O)[O-])cnn2C)cnn1C – S1P4 agonist: 1.1
CCOC(=O)c1[nH]c2ccc(F)cc2c1NC(=O)C(C)N1CCc2cc(OC)c(OC)cc2C1 (configuration not stated) – NPY2 pot ag: 6
Cc1ccc(OCC(=O)Nc2ccc(N3CCN(C(=O)c4ccc(C)cc4)CC3)cc2)cc1 – Runt-CBFb FRET: -5

Additional records follow:
SMILES	NPY2 pot ag	Ba/F3 V617F tox	BaF3 tox	Runt-CBFb FRET	RBBP9 inhibitor	S1P4 antag	NPY Y1 blocker	NPY1 pot ag	S1P4 agonist
CCC(=O)NS(=O)(=O)c1ccc(N=NN2CCCCC2)cc1	0	1	8	1	-10	-29	-2	-6	0.3
O=C(CCCn1cc([N+](=O)[O-])cn1)Nc1cccnc1	9	-2	-9	0	-2	-1	nt	9	1.7
CCOC(=O)c1ccc(-c2ccc(/C=N/NC(=O)c3cncc(Br)c3)o2)cc1	-7	0	-1	-6	1	-5	nt	3	0.3
CNC(=O)c1sc(-c2ccccn2)nc1C	-21	0	2	-1	-3	-2	2	-8	-0.7
CC(=C1C(=O)c2ccccc2C1=O)N1CCN(c2ccc(F)cc2)CC1	11	-3	0	0	-2	0	nt	6	0.2
CCNc1ccc(C(=O)OCC(=O)NC(C)c2ccccc2)cc1[N+](=O)[O-] (configuration not stated)	-3	0	7	-6	-3	-8	1	-3	-0.7
CN(C)NC1CCS(=O)(=O)C1 (configuration not stated)	-5	-5	-1	-1	-1	5	0	1	-2.2
C=CCNC(=O)CSc1nnc(-c2ccccn2)n1Cc1ccccc1	-13	2	1	0	-4	-8	5	-5	0.5
Cc1ccccc1NS(=O)(=O)c1ccc2[nH]c(=O)[nH]c2c1	5	1	10	0	-1	14	1	18	1.8
Cc1cc(Cl)ccc1N(CC(=O)NCc1ccc2c(c1)OCO2)S(C)(=O)=O	4	-4	4	1	3	-4	1	4	0.5
COC(=O)COc1ccc2oc(=O)cc(C)c2c1	-4	-1	2	0	-3	-7	5	-7	1.9
Cc1ccn2cc(CSc3ccccc3N)nc2c1	8	1	0	2	-2	-9	-4	-5	-1.6
O=C(NC1CCCc2ccccc21)c1ccc(Cl)nc1 (configuration not stated)	0	-5	-1	3	0	3	-1	15	1.7
COc1ccc(CNC(=O)N[C@H](C(=O)O)C(C)C)cc1OC	-5	-7	3	1	-1	3	nt	4	-0.9
CCC(=O)Oc1ccc2c(C)cc(=O)oc2c1C(=O)c1ccccc1	-7	-3	-1	0	-4	-18	-2	-20	1.4
COc1ccc2oc(C(=O)NN3C(C)CCCC3C)c(C)c2c1 (configuration not stated)	7	-2	1	1	-4	-13	1	-7	-0.7
CN(Cc1ccccc1)S(=O)(=O)c1ccc(Cl)nc1	8	0	1	1	-3	-1	-5	35	-3.1
COc1cccc(CN2CCNC(=O)C2CC(=O)NCCc2cccc(C)n2)c1OC (configuration not stated)	-23	1	11	nt	-5	11	4	7	0.7
COc1cccc(C=Nc2cc(C)on2)c1O	-3	3	7	0	-8	-27	4	-5	0.6
COc1ccc(NC(C)=O)cc1NC(=O)c1cccc(C(F)(F)F)c1	-9	3	7	0	-1	-11	-3	-16	2.3

Ordered by value in RBBP9 inhibitor (low to high): 3 of the compounds above.
Molecule | RBBP9 inhibitor
COc1cccc(CN2CCNC(=O)C2CC(=O)NCCc2cccc(C)n2)c1OC (configuration not stated) | -5
CCC(=O)Oc1ccc2c(C)cc(=O)oc2c1C(=O)c1ccccc1 | -4
COC(=O)COc1ccc2oc(=O)cc(C)c2c1 | -3

Continued:
SMILES	NPY2 pot ag	Ba/F3 V617F tox	BaF3 tox	Runt-CBFb FRET	RBBP9 inhibitor	S1P4 antag	NPY Y1 blocker	NPY1 pot ag	S1P4 agonist
O=C(/C=C/c1ccc(Cl)cc1)N(Cc1ccccc1)c1ccccn1	6	2	5	-1	-6	8	7	-16	1.0
O=C(NCCc1ccccc1)c1cnn2c(C(F)F)cc(C3CC3)nc12	-6	0	5	-2	-8	-8	10	-20	-1.8
Cc1ccc(C(=O)NCCc2ccc(S(N)(=O)=O)cc2)cc1[N+](=O)[O-]	-7	4	-2	1	-9	-15	-1	-10	1.2
Cc1nn(C)c(C)c1S(=O)(=O)N1CCCC(C(=O)N2CCN(c3ccc(Cl)cc3)CC2)C1 (configuration not stated)	2	2	6	-2	-1	-10	-2	-3	0.9
CC(=O)Nc1cccc(C(=O)/C=C/c2ccc(N(C)C)cc2)c1	-6	3	4	-166	-9	24	5	6	2.3
Cc1ccc(C(=O)NCC(=O)Nc2ccccc2C(F)(F)F)cc1	21	-2	-2	-2	-5	-5	0	7	-1.7
Cc1cccc(NC(=O)C2CCN(S(=O)(=O)c3cccc4nsnc34)CC2)n1	2	7	7	-1	-3	-1	5	-33	1.1
O=C(c1ccc(S(=O)(=O)c2ccccc2)cc1)N1CCc2ccccc2C1	6	-4	6	-2	-5	1	3	2	-0.1
CCOC(=O)c1cc(-c2cccnc2)nn1-c1ccccc1	-9	4	-5	-1	-11	-4	-5	-12	0.7
COc1cccc(/C=N/Nc2cc(Cl)nc(C)n2)c1O	-11	5	9	2	-3	27	6	5	-1.0
CCSC1=NCCN1S(=O)(=O)c1ccccc1	-1	-3	2	6	-6	-2	-2	12	-1.7
